# DUSP3 inh – blocks the human dual specificity phosphatase VHR1; recombinant VHR phosphatase, colorimetric substrate read-out; inhibition, % at 20 µM; hit rate 0.7% among 50,000; in the data active means inhibition above about 60%; further: some results filed as inactive read as strong as hits
# Target sequence (P51452 whole entry, looked up): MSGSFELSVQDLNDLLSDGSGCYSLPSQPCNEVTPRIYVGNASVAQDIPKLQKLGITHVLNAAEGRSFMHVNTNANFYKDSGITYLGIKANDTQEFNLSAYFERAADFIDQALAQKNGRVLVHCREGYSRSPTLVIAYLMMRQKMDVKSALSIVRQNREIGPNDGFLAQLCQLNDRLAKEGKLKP
# * marks the source's active call; other numbers are inactive results.
# The first 19 compounds as a preview:
SMILES,DUSP3 inh
COc1ccc(C(=O)CC(Nc2ccc(Cl)cc2)c2ccc(Cl)cc2)cc1 (centres undefined),-8.1
CCOc1ccc(NC(=O)CN(c2ccccc2CC)S(C)(=O)=O)cc1,-17.5
CCOc1cc(/C=C2/C(=O)NN(c3ccc(I)cc3)C2=O)ccc1O,32.8
N#C/C(=N/Nc1cccc(C(F)(F)F)c1)c1nc(-c2ccccc2)cs1,-4.4
Cn1c(COc2ccc(Cl)cc2)nc2ccccc2c1=O,12.0
CCc1c(C)[nH]n(-c2nc(-c3cccc([N+](=O)[O-])c3)cs2)c1=O,-16.4
Cc1ccc(NS(=O)(=O)c2ccc([N+](=O)[O-])cc2)nc1,-1.7
O=C(Cc1ccc(F)cc1)NCc1ccccc1,-22.2
COc1ccc(C2CC(C(F)(F)F)n3nc(C(=O)Nc4ccc5c(c4)OCO5)cc3N2)cc1 (centres undefined),-17.7
Cc1ccc(NC(=O)C(=O)NCC(C)C)cc1,-16.5
Oc1c(C2=NCCCCC2)c2ccccc2n1-c1c(Cl)cccc1Cl,5.5
CCCOc1ccc(C(=O)Nc2cccc(OC)c2)cc1,-10.0
COC(=O)NC(c1ccc(F)cc1)C(Cl)(Cl)Cl (centres undefined),-10.2
COc1ccc2c(c1)C1C=CCC1C(c1ccc([N+](=O)[O-])cc1)N2 (centres undefined),2.8
CCCc1cc(=O)oc2cc(OCC(=O)N(C)C)ccc12,-18.6
O=c1c2cnn(-c3ccccc3)c2nc(-c2ccccc2)n1-c1cccc(Cl)c1,-39.7
Cc1c(NC(=O)c2cnn3c2NC(c2cccs2)CC3C(F)(F)F)c(=O)n(-c2ccccc2)n1C (centres undefined),14.7
CC(=O)NC1=NC(=O)/C(=C\c2ccc(Cl)c(Cl)c2)S1,21.7
Cc1ccc(N2C(=O)S/C(=C\c3ccc(F)cc3)C2=O)cc1,-15.7

# Main list, from the first entry:
SMILES,DUSP3 inh
COc1ccc(C(=O)CC(Nc2ccc(Cl)cc2)c2ccc(Cl)cc2)cc1 (centres undefined),-8.1
CCOc1ccc(NC(=O)CN(c2ccccc2CC)S(C)(=O)=O)cc1,-17.5
CCOc1cc(/C=C2/C(=O)NN(c3ccc(I)cc3)C2=O)ccc1O,32.8
N#C/C(=N/Nc1cccc(C(F)(F)F)c1)c1nc(-c2ccccc2)cs1,-4.4
Cn1c(COc2ccc(Cl)cc2)nc2ccccc2c1=O,12.0
CCc1c(C)[nH]n(-c2nc(-c3cccc([N+](=O)[O-])c3)cs2)c1=O,-16.4
Cc1ccc(NS(=O)(=O)c2ccc([N+](=O)[O-])cc2)nc1,-1.7
O=C(Cc1ccc(F)cc1)NCc1ccccc1,-22.2
COc1ccc(C2CC(C(F)(F)F)n3nc(C(=O)Nc4ccc5c(c4)OCO5)cc3N2)cc1 (centres undefined),-17.7
Cc1ccc(NC(=O)C(=O)NCC(C)C)cc1,-16.5
Oc1c(C2=NCCCCC2)c2ccccc2n1-c1c(Cl)cccc1Cl,5.5
CCCOc1ccc(C(=O)Nc2cccc(OC)c2)cc1,-10.0
COC(=O)NC(c1ccc(F)cc1)C(Cl)(Cl)Cl (centres undefined),-10.2
COc1ccc2c(c1)C1C=CCC1C(c1ccc([N+](=O)[O-])cc1)N2 (centres undefined),2.8
CCCc1cc(=O)oc2cc(OCC(=O)N(C)C)ccc12,-18.6
O=c1c2cnn(-c3ccccc3)c2nc(-c2ccccc2)n1-c1cccc(Cl)c1,-39.7
Cc1c(NC(=O)c2cnn3c2NC(c2cccs2)CC3C(F)(F)F)c(=O)n(-c2ccccc2)n1C (centres undefined),14.7
CC(=O)NC1=NC(=O)/C(=C\c2ccc(Cl)c(Cl)c2)S1,21.7
Cc1ccc(N2C(=O)S/C(=C\c3ccc(F)cc3)C2=O)cc1,-15.7
O=C(NCc1ccccc1)c1ccc(-c2ccc([N+](=O)[O-])cc2)o1,4.4
Cc1ccc(S(=O)(=O)Oc2ccc(/C=C3/SC(=S)N(C)C3=O)cc2)cc1,6.7
NNC(=O)COc1ccc2c(c1Br)CCCC2,-15.9
O=[N+]([O-])c1ccc2nc(Sc3nc4ccccc4[nH]3)sc2c1,-3.3
O=c1ccc2ccc(OCc3ccccc3Cl)cc2o1,-11.6
CC(=O)C(=Cc1ccccc1O)C(C)=O,-51.3
Cc1ccccc1CN(CCc1ccc2c(c1)OCO2)Cc1ccccc1C,-0.6
COC(=O)CCC(=O)Nc1ccc(C(=O)c2ccccc2)cc1,3.1
Fc1ccc(OCCCn2ccnc2)cc1,-18.1
CCOc1ccc(-c2cc(C(=O)O)c3cc(Br)ccc3n2)cc1,-11.8
O=C(Nc1nc(-c2ccccc2)cs1)c1cc2ccccc2o1,-22.0
Cc1nc2ccccc2c(=O)n1-c1ccccc1O,-38.2
Cc1ccc(/C=N/NC(=O)c2cccc(F)c2)c(O)c1,-10.7
CCN(CC)c1ccc(/C=C(\C#N)C(=O)NC2CCS(=O)(=O)C2)cc1 (centres undefined),17.4
Cc1cccc(Cc2cnc(N)s2)c1,4.5
Cc1ccc(S(=O)(=O)CCC(=O)c2ccc(O)cc2O)cc1,4.9
Cc1[nH]c2ccccc2c1C(=O)NS(=O)(=O)c1ccccc1Cl,-9.2
Cc1ccc(N2C(=O)CC(NCCCN3CCOCC3)C2=O)cc1 (centres undefined),-4.3
COc1ccc(Cl)cc1NC(=O)c1ccc([N+](=O)[O-])cc1,-4.7
COc1ccc(/C=C(/C#N)C(=O)Nc2cccc(C(F)(F)F)c2)cc1,-3.8
COc1ccc(C(=O)N2CCOCC2)cc1I,1.1
Clc1ccccc1COc1ccccc1/C=N/Nc1nc(N2CCOCC2)nc(N2CCOCC2)n1,-20.4
C=CCOc1ccc(/C=C2\C(=O)NC(=O)N(c3ccc(Br)cc3)C2=O)cc1OC,23.5
CC(C)CN(CC(C)C)C(=O)/C=C/c1ccc(Cl)cc1,-3.3
O=C(COc1ccc(Cl)cc1)NNC(=O)C(c1ccccc1)c1ccccc1,-9.4
CC(C)N1C(=O)/C(=C/c2ccc3c(c2)OCO3)SC1=S,45.6
CCOc1cc(/C=C2\C(=O)NC(=O)N(c3ccc(Br)c(C)c3)C2=O)cc(Cl)c1O,-5.1
OC(COCc1ccc(Cl)cc1)CSc1ccccn1 (centres undefined),-13.6
O=S(=O)(c1ccc(F)cc1)N1CCC(Cc2ccccc2)CC1,-34.9
COc1ccc(NC(=O)Nc2nnc(-c3ccc(F)cc3)s2)cc1,-24.3
O=C(Nc1ccc(N2CCCCC2)cc1)c1cccnc1,-2.0
# New compounds follow:
SMILES,DUSP3 inh
COc1ccc(-c2nnc(Sc3nc4ccc([N+](=O)[O-])cc4s3)n2-c2ccccc2)cc1,-11.2
FC(F)(F)c1nc2ccccc2nc1-c1ccccc1,2.1
Cc1cc(OCC(=O)Nc2cc(Cl)ccc2C)ccc1Cl,-7.8
CC1=NN(c2ccc(S(N)(=O)=O)cc2)C(=O)/C1=C\c1ccc(-c2cccc([N+](=O)[O-])c2)o1,12.4
COc1ccccc1C(=O)N1CCN(Cc2ccccc2C)CC1,-1.3
O=S(=O)(N/N=C/c1ccccc1O)c1ccc(Oc2ccc(S(=O)(=O)N/N=C/c3ccccc3O)cc2)cc1,0.5
O=C(NCCc1ccccc1)c1cc2nc(-c3ccc([N+](=O)[O-])cc3)cc(C(F)(F)F)n2n1,0.5
c1ccc(-c2cn3nc(-c4ccccc4)sc3n2)cc1,-18.6
O=C(COc1ccc(Cl)cc1)NCc1cccnc1,-77.7
CCOC(=O)C1=C(c2ccccc2)N=c2s/c(=C\c3cc(OC)c(OC)c(OC)c3)c(=O)n2C1c1cccs1 (centres undefined),6.8
C=CCSc1nnc2c3ccccc3n(CC=C)c2n1,-28.5
CN(C)c1ccc(/C=N/Nc2cc(N3CCOCC3)nc(N3CCOCC3)n2)cc1,-8.3
O=C(COc1ccc(Cl)cc1)NNC(=O)C(=O)N1CCCCC1,-16.3
CN1C(=O)/C(=C\c2ccccc2OCc2cccc3ccccc23)SC1=S,-11.3
COc1ccc(-n2nnnc2C(Cl)(Cl)c2nnnn2-c2ccc(OC)cc2)cc1,-8.3
O=c1[nH]c(/C=C/c2ccco2)nc2ccccc12,25.7
COc1cc(NS(=O)(=O)c2ccc(NC(=O)c3ccc4ccccc4c3)cc2)nc(OC)n1,-7.0
O=C1/C(=C/c2cc3c(cc2[N+](=O)[O-])OCO3)Sc2ccccc21,4.6
C=CCNC(=S)Nc1c(C)n(C)n(-c2ccccc2)c1=O,-15.8
CCOC(=O)c1c(NC(=O)C2CC2c2ccccc2)sc2c1CCC2 (centres undefined),6.8
Cc1ccc(N(CC(=O)N2CCCC2)S(=O)(=O)c2ccc(F)cc2)cc1,-22.8
N#C/C(=C\c1cccs1)c1nc2ccccc2s1,2.5
COc1ccc(C2CC(C(F)(F)F)n3nc(C(=O)N4CCN(Cc5ccccc5)CC4)cc3N2)cc1 (centres undefined),-12.5
CC(/C=C/c1ccco1)=N\NC(=O)c1cccc(F)c1,-30.1
Cc1ccc(NC2=NC3(CCCCC3)N=C(N)N2)cc1,30.2
O=C(Nc1ccc(O)c(-c2nc3ccccc3o2)c1)c1cc2ccccc2oc1=O,3.0
CC(NC(=O)C(=O)Nc1cccc(C(F)(F)F)c1)c1ccccc1 (centres undefined),-15.2
O=C(NNC(=O)c1ccco1)c1ccco1,-2.4
Cc1n[nH]c(C)c1Sc1ccccc1N=Cc1ccc(C(C)C)cc1,-15.9
Cc1cc(O)cc2c(=O)c3ccccc3sc12,21.4
O=C(c1cc2n(n1)C(C(F)(F)F)CC(c1cccs1)N2)N1CCCC1 (centres undefined),-17.5
COc1ccccc1N(CC(=O)NCc1ccncc1)S(=O)(=O)c1ccccc1,13.4
COc1ccc(N=Cc2ccc([N+](=O)[O-])s2)c([N+](=O)[O-])c1,1.1
O=C(Cc1ccc([N+](=O)[O-])cc1)N/N=C/c1ccccn1,-8.2
Cc1cc(I)ccc1NC(=O)COc1cccc(C)c1C,-8.1
CC12C(=O)C(C)(C(c3ccccc3)=C1c1ccccc1)C1C(=O)N(c3ccc(Cl)cc3)C(=O)C12 (centres undefined),88.7
O=C(CCC(=O)N1CCN(Cc2ccccc2)CC1)N1CCOCC1,13.0
O=C(NC(C(=O)c1ccccc1)N1CCOCC1)c1ccco1 (centres undefined),-12.7
COC(=O)c1c(C)oc2ccc(OC(=O)c3ccccc3)cc12,-5.7
COc1ccc(C(=O)Oc2ccc([N+](=O)[O-])cc2)cc1S(=O)(=O)N1CCOCC1,4.1
O=C(c1ccccc1F)N1CCN(c2ccc(C(F)(F)F)cc2[N+](=O)[O-])CC1,16.4
COc1ccc(NC(=O)C(NC(=O)c2ccccc2)C23CC4CC(CC(C4)C2)C3)cc1 (centres undefined),-16.4
COc1ccc(S(=O)(=O)N2CCN(Cc3cccc(C)c3)CC2)cc1,4.3
CC(=O)Oc1ccc(/C=c2/sc3nc(-c4ccc(C(C)(C)C)cc4)nn3c2=O)cc1,-13.6
C#CCOc1c(Cl)cc(/C=C2\C(=O)NC(=O)N(c3ccc(C)cc3)C2=O)cc1OCC,2.8
Cc1sc(NC(=O)CCC2CCCCC2)nc1-c1ccccc1,-23.0
C=CCN1C(=O)/C(=C/c2ccc(O)c(OC)c2)S/C1=N\c1nnc(CC)s1,11.6
COCCCNC(=O)CN(c1ccc(Br)cc1)S(C)(=O)=O,-26.8
CCN(CC)c1nc(N)nc(NS(=O)(=O)c2ccc(Cl)cc2)n1,-40.6
COc1cccc(OCCCOc2c(C)cccc2C)c1,-10.2
# Next part.
SMILES,DUSP3 inh
COc1cc(/C=C2\C=C(c3ccc(Br)cc3)OC2=O)c([N+](=O)[O-])cc1OC,-1.4
COc1cc(C(=O)Nc2c(Cl)cccc2Cl)cc(OC)c1OC,-25.7
CC1(C)Nc2ccccc2N(Cc2ccc([N+](=O)[O-])cc2)C1=O,18.1
CC12c3ccccc3C(C)(c3ccccc31)C1C(=O)N(c3ccc(Cl)c(C(=O)O)c3)C(=O)C12 (centres undefined),-22.0
CCc1ccc(NC(=O)CSc2nc3sc4c(c3c(=O)n2-c2ccccc2)CCCC4)cc1,-3.9
CCCC(=O)NC(c1ccccc1Cl)c1ccc2cccnc2c1O (centres undefined),6.4
CCOC(=O)C1CCN(C2CC(=O)N(c3ccc(C)cc3)C2=O)CC1 (centres undefined),0.1
O=c1cc(N2CCOCC2)c2ccccc2o1,-3.8
COc1ccc(NC(=O)C2CCCN(CCCc3ccccc3)C2)cc1OCC(C)C (centres undefined),16.5
COc1ccc(C(=O)Nn2cc3cc([N+](=O)[O-])ccc3n2)cc1,9.3
CC1=NN(C(=O)OC(C)(C)C)C(O)(c2ccc(C)cc2)C1 (centres undefined),-17.6
CCc1ccccc1NS(=O)(=O)c1cccs1,-5.7
Cc1cc([N+](=O)[O-])ccc1NCc1ccco1,-15.0
O=C(/C=C\c1ccco1)Oc1ccc(/C=N\NC(=O)c2cncc(Br)c2)cc1,-1.3
O=C(O)c1cccc(NC(=O)c2cccc(Br)c2)c1,-0.4
COc1ccc(O)c(/C=N/NC(=O)c2cccc(N3CCCC3=O)c2)c1,7.7
COC(=O)c1ccc(Oc2nc(NC(C)C)nc(NC(C)C)n2)cc1,3.2
O=C(NC(=S)Nc1cccc(NC(=O)c2ccco2)c1)c1ccco1,-28.8
CCOc1ccc(N2C(=O)NC(=O)/C(=C\c3ccc(I)o3)C2=O)cc1,20.5
COc1ccc(CNCc2cc(OC)c(O)c(OC)c2)cc1,-16.0
O=C(Cc1ccccc1)NCC1COc2ccccc2O1 (centres undefined),-35.7
Cc1ccc(/C(N)=N/OC(=O)COc2ccc(Br)cc2)cc1,5.4
Cc1cc(=O)oc2cc(OC(=O)C(c3ccccc3)c3ccccc3)ccc12,5.5
COc1ccc(NC(=O)Nc2ccc(Cc3ccncc3)cc2)cc1,-11.7
O=C(Nc1ccc(Cl)cn1)c1cc(Br)ccc1Cl,-14.8
O=C(CSc1nc2sc3c(c2c(=O)[nH]1)CCCC3)NCCO,10.4
CCOc1ccccc1C(=O)Nc1cc(C)ccn1,-15.5
Cc1cccc(OCc2nc(-c3ccc(Cl)cc3)no2)c1,-7.3
O=C(Nc1ccc(Cc2ccncc2)cc1)c1ccc(-c2cccc([N+](=O)[O-])c2)o1,-2.6
CCCC(=O)Nc1ccc(NC(=O)c2ccco2)cc1,26.0
Cc1ccc2nsnc2c1NC(=O)c1ccc(Br)o1,14.8
Cc1oc(-c2ccccc2)cc1C(=O)Nc1ccc(CC(=O)O)cc1,-10.1
COC(=O)c1cccc(N2C(=O)c3cccc([N+](=O)[O-])c3C2=O)c1,-0.2
c1ccc(Nc2ccc3nc4ccccc4nc3c2)cc1,-17.5

# A portion of the library (hit frequency here may not be typical).
